Assay outcomes as filed in PubChem BioAssay.
HCMV antiviral = inhibitors of human cytomegalovirus; HFF cells, HCMV-luciferase reporter, 72 h; hits give low values; activity change, negative = inhibition, % at 57.5 µM; 410,000 compounds, 4.5% hits; AID 1259415; in the data active = activity change below about -60%; inconclusive = no clear call, values can overlap the other calls; inactive = above about -39%
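HFF cells seeded 16 h at 37C, treated with compounds, infected with luciferase-reporter HCMV at MOI 1 PFU/cell; luciferase read at 72 h post infection, normalized to buffer-only and Salinomycin controls.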
Sm TGR block = S. mansoni TGR enzyme inhibition; purified TGR, DTNB reduction, TNB absorbance 405 nm; Potency, µM (titrated, usually from 114 µM), inactives show at the highest dose activity change, negative = inhibition, hits mostly inhibitors; 360,000 compounds, 3% hits; note: potency is the fitted concentration of half-maximal effect; nearly all actives have a fitted effect of over 60% in size
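TGR 20 nM + NADPH 100 uM (dispensed conc.), cpd preinc 15 min RT; start with NADPH (500 uM addition) then DTNB (15 mM addition). Kinetic TNB absorbance, 405 nm filter. Four-parameter Hill fit across titration.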
AmpC inh detg = inhibitors of E. coli AmpC beta-lactamase with detergent. P00811. AmpC hydrolysis of nitrocefin, absorbance 480 nm, 0.01% Triton. Potency, µM (top dose mostly 114 µM), without a hit: top-dose activity change, negative = inhibition, usual class: inhibitors. 370,000 compounds, 0.041% hits;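 note: potency is the fitted concentration of half-maximal effect; 0% = no-compound wells and -100% = no-enzyme wells; nearly all actives have a fitted effect of over 25% in size; some results filed as inactive show a strong effect at the top dose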
Target sequence (P00811 whole entry, looked up): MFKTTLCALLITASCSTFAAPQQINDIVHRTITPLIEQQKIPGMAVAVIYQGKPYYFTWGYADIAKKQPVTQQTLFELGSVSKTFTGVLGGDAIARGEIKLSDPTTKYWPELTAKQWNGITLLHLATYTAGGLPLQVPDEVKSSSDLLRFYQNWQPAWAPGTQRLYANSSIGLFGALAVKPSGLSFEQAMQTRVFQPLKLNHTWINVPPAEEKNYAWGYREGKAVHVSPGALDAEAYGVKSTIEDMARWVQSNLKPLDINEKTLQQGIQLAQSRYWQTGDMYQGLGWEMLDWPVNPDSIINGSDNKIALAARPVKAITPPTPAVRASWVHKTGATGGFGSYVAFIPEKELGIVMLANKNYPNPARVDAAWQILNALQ
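AmpC (5.3 nM in the dispensed reagent) in 20 mM phosphate pH 7.0 with 0.01% (detergent screen) or 0.0001% Triton X-100 was preincubated with compounds for 15 min at room temperature. Nitrocefin was then added from an 800 uM solution, and hydrolysis was followed at 480 nm.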
AmpC inh no detg = blocks E. coli AmpC beta-lactamase in detergent-free assay | P00811 | AmpC nitrocefin hydrolysis, absorbance 480 nm, 0.0001% Triton | Potency, µM (top dose mostly 57.1 µM), for the others: at the top dose activity change, negative = inhibition, usual class: inhibitors | 330,000 compounds, 0.52% hits;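 note: potency is the fitted concentration of half-maximal effect; plate controls were no compound for no effect and no enzyme for full effect; nearly all actives have a fitted effect of over 20% in size; some results filed as inactive show a strong effect at the top dose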
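20 mM phosphate pH 7.0 + 0.01% (detergent screen) or 0.0001% Triton X-100; 5.3 nM AmpC reagent; cpd preinc 15 min RT; nitrocefin (800 uM stock) to start; A480 q20 s × 4 min; Activity was normalised to no-enzyme and no-compound control wells.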
Giardia FBPA inh = Giardia lamblia aldolase inhibition | A8B2U2 | purified Giardia FBPA | Potency, µM (series often up to 59.6 µM), inactives show at the highest dose activity, negative = inhibition, hits mostly inhibitors | 290,000 compounds, 0.71% hits; note: potency is the fitted concentration of half-maximal effect; nearly all actives have a fitted effect of over 55% in size
Target sequence (A8B2U2 whole entry, looked up): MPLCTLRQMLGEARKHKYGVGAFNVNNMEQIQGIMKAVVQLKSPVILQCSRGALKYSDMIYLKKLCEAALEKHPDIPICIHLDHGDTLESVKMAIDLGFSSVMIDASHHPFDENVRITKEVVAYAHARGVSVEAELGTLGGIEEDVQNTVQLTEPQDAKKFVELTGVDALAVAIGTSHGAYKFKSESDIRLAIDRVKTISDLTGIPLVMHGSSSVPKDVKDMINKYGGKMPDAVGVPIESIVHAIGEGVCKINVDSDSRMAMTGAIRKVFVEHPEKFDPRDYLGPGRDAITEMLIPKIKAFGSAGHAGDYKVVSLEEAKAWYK
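40 nM FBPA preincubated 10 min at RT with compound (up to 57.5 uM final), then substrate plus GAPDH/TPI/NAD/arsenate coupling and diaphorase/resazurin added. Fluorescence read after 20 min at RT, 525/598 nm.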
HCV inh = inhibitors of hepatitis C virus infection; Huh7.5.1 HCVcc-Cre infection, luciferase reporter, 44 h; Potency, µM (titrated, usually from 41.8 µM), without a hit: top-dose activity change, negative = inhibition, usual class: inhibitors; 340,000 compounds, 3.4% hits; note: potency is the fitted concentration of half-maximal effect
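Compounds are dispensed onto cells plated 4 h earlier at 1,000 per well, with HCVcc-Cre virus (about 0.5 moi) added next. Following 44 h of culture, luminescent signal is measured for 15 sec after 15 min with substrate at room temperature.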
Starred values were filed as active, the others as inactive; ? = inconclusive; · = not tested or not shown; & = joins results of further samples; [ ] = another dose, or the depositor's remark. Unless noted, calls come from the whole dose curve; as a rule, active = well fitted curve in the direction sought with a large enough effect; inconclusive = small, poorly fitted or top-dose-only effect, or another doubt; inactive = no such curve, though single readings can be large; an effect the other way counts as inactive or inconclusive. Unless noted, % is set by controls: 0 for no effect and ±100 for the full control effect. The order is random. Share with any hit: about 9.9%.

SMILES	HCMV antiviral	Sm TGR block	AmpC inh detg	AmpC inh no detg	Giardia FBPA inh	HCV inh
COc1ccc(-c2csc(NC(=S)NC(=O)c3ccco3)n2)cc1Br	?	-22%	2%	-34%	·	2%
CCc1cccc(CC)c1NC(=O)c1c(C)oc2ccc(O)c(CN3CCOCC3)c12	-1	-2%	18%	·	·	·
CCOC(=O)c1nnn(-c2nonc2-n2cccc2)c1CN1CCC(C)CC1	?	-8%	?	4%	-2%	-23%
CCCCCSc1nc(N2CCOCC2)c2c(c1C#N)CC(C)(C)OC2	-9	14%	-18%	-16%	5%	16%
COc1ccc(C)cc1-n1nnnc1SCC1CCCCO1 (stereo unspecified)	-30	34%[activator]	-4%	37%	6%	1%
CCOC(=O)c1sc2ncn(CC(=O)Nc3ccc(N(C)C)cc3)c(=O)c2c1C	29	-1%	8%	·	·	·
O=C(CSc1ccc(-c2cccc([N+](=O)[O-])c2)nn1)N1CCCCC1	16	10%	?	-26%	0%	1%
CCOC(=O)c1cc(-c2ccccc2)n(CCC(=O)NCCc2ccc(OC)c(OC)c2)c1C	0	1%	8%	·	·	·
Cc1ccc(S(=O)(=O)NCCN2CCOCC2)c(C)c1	·	2%	0%	0%	-18%	19%
CCOCCCn1c(=S)[nH]c2cc(C(=O)N3CCN(c4ccccc4)CC3)ccc2c1=O	0	0%	4%	-2%	-10%	?
O=C(N/N=C/c1ccc[nH]1)c1cc(-c2ccc(Cl)cc2)nc2ccccc12	-29	-4%	-11%	-8%[2.29 µM]	-10%	?
N#C/C(=C\c1ccc(-c2ccccc2)cc1)c1nc(-c2ccco2)cs1	-16	0%	-5%	-30%	3%	16%
Nc1c(-c2ccccc2)c(CSc2nc3ccccc3[nH]2)nn1-c1ccc(Cl)cc1	-39	-12%	?	-21%	3%	11µM*
O=C(CSc1nnc(CNC(=O)c2ccco2)o1)Nc1ccc(F)cc1F	-1	4%	-3%	-19%	·	12%
CCCCN(C)C(=O)CSc1nc(NCc2ccc(OC)cc2)c2ccccc2n1	?	0%	?	48%[activator]	12%	?
CC1(C)CC(=O)C2=C(C1)N(c1ccccc1C#N)C(N)=C(C#N)C2c1cccs1 (stereo unspecified)	?	-7%	5%	-29%	-27%	?
Cc1ccc(-n2nnc3c(=O)n(Cc4ccccn4)cnc32)cc1C	28	3%	4%	9%	7%	5%
CCCN1CCN(C(=O)Cn2nc(C)n3c(cc4sccc43)c2=O)CC1	?	0%	4%	-9%	2%	0%
Cc1cc(C)cc(NC(=O)CN2CCC(NC(=O)Cc3ccccc3)CC2)c1	-29	9%	?	44%	5%	5%
Cc1ccc(-n2nc3c(=O)n(CCCC(=O)NCc4ccc(C)o4)nc(C)c3c2C)cc1	?	-26%	0%	68%[activator]	-2%	-29%
COc1ccccc1CNC(=O)CCNS(=O)(=O)c1ccc2c(c1)oc(=O)n2C	?	-10%&0%	1%&12%	-13%	·	5%
O=C(O)c1ccccc1OC(=O)C12CC3CC(CC(C3)C1)C2	-19	·	-5%	-16%	9%	9%
CC(C)CCOP(N)(=O)Oc1ccccc1Cl (stereo unspecified)	-3	0%	?	6%	16%	26%
CCN1CN=C(NS(=O)(=O)c2ccc(C)cc2)NC1	-4	1%	2%	-37%	2%	?
O=C(O)C1C2C=CC(C2)C1C(=O)N1CCN(C/C=C/c2ccccc2)CC1 (stereo unspecified)	-16	-34%	1%	-24%	4%	4%
Cc1ccc(C)c(OCc2ccc(C(=O)Nc3ccc([N+](=O)[O-])cn3)o2)c1	-18	-9%	-3%	-34%	·	2.5µM*
CC1(C)C(=O)Nc2ccccc2N1C(=O)COC(=O)Cc1ccc(Cl)c(Cl)c1	-13	·	·	-18%	·	10%
Cc1c(NC(=O)c2cc3nc(-c4ccc(Br)cc4)cc(C(F)(F)F)n3n2)c(=O)n(-c2ccccc2)n1C	?	-7%	-2%	-16%	-4%	?
COc1ccc(NC(=O)c2cccc(N3CCCS3(=O)=O)c2)cc1	98	4%	-1%	·	·	·
CC(Cc1ccsc1)NC(=O)CCc1nnc(COc2ccccc2)o1 (stereo unspecified)	-3	0%	5%	46%	3%	1%
O=C(CSc1ccc2nnc(-c3ccccc3)n2n1)NCc1ccc2c(c1)OCO2	28	-5%	?	?	-20%	3%
CCN1C(=O)CCCc2ccccc21	29	18%	-2%	-15%	3%	18%
CCN1CCN(C(=O)CN(c2ccc(F)cc2)S(=O)(=O)c2ccc(OC)c(OC)c2)CC1	?	3%	-26%	45%	12%	-23%
CC(C)CN1CCN(Cc2c(F)cccc2Cl)CC1CCO (stereo unspecified)	-29	-4%	-1%	-4%	0%	1%
CCCCc1nc(NCC2CCCO2)c(C#N)c2c1COC(C)(C)C2 (stereo unspecified)	4	-2%	-7%	0%	5%	-7%
Cc1ccc(C2C3=C(CCCC3=O)N=C3c4ccccc4C(=O)C32)cc1 (stereo unspecified)	-25	-21%	-3%	18µM*	-22%	?
COc1cc(NC(=O)COC(=O)CCc2cc(OC)c(OC)c(OC)c2)cc(OC)c1	-22	-11%	0%	-1%	15%	-27%
O=C(c1ccc(Cn2c(=O)[nH]c3ccccc3c2=O)cc1)N1CCN(c2ccccc2)CC1	?	1%	-1%	3%	2%	20%
COc1ccc(C)cc1NC(=O)c1ccc([N+](=O)[O-])cc1[N+](=O)[O-]	-35	-1%	1%	-26%	-4%	?
O=C(O)CCCN1C(=O)c2ccc(Oc3cccc([N+](=O)[O-])c3)cc2C1=O	-29	-6%	-4%	-16%	14%	12%
COc1ccc(OCCSc2nnc3sc4ccccc4n23)cc1	8	-2%	-18%	12%	-2%	17%
OC(COc1ccc2ccccc2c1)CN1CCCC1 (stereo unspecified)	-20	-1%	?	1%	?	?
CCCCOCCCN1C(C)=CC(=C2C(=O)NC(=S)NC2=O)C=C1C	-30	-1%	4%	-12%	0%	-1%
COc1ccc(OC)c2[nH]c(=O)c(CCNC(=O)c3ccc4c(c3)OCO4)cc12	?	3%	10%	39%	-10%	-27%
COc1ccc(-c2cn3nc(N4CCC(C(=O)Nc5ccc(Cl)cc5C)CC4)sc3n2)cc1	0	1%	3%	·	·	·
Cc1cc(-c2onc(C)c2C(=O)N/N=C/c2ccccc2)no1	-3	0%	-3%	-7%	?	3%
Cc1ccc(Cn2c(SCC(C)C)nc3c2c(=O)[nH]c(=O)n3C)cc1	1	6%	?	-11%	-5%	-15%
CN1C(=S)SC(/[N+]([O-])=C/c2cccnc2)C1(C)C (stereo unspecified)	5	3%	-5%	-12%	4%	-6%
COc1ccccc1-n1cnnc1SCC(=O)NC1CCCCC1	-83*	-5%	-5%	-38%	·	-9%
CC(=O)c1ccc(N2CCN(C(=O)CN3C(=O)NC4(CCCCC4)C3=O)CC2)c(F)c1	-19	-2%	0%	-10%	·	-19%
Cc1cccc(OCCCC(=O)Nc2ccc(S(=O)(=O)N3CCCC3)cc2)c1	10	-23%	-2%	-20%	-5%	-20%
CC(C)CC(NC(=O)C(NC(=O)OC(C)(C)C)C(C)C)C(=O)NC(CCC(=O)OCc1ccccc1)C(N)=O (stereo unspecified)	37	17%	-4%	16%	14%	3%&1%
O=C(Nc1ccccc1C(=O)N1CCCCCC1)c1ccc(Cl)cc1	?	2%	-10%	-7%	5%	-8%
C[C@H](NC(=O)c1ccccc1)C(=O)N1CCN(Cc2ccc3c(c2)OCO3)CC1	8	·	·	-5%	·	6%
CCN(CC)CCCN(Cc1cc2cc3c(cc2[nH]c1=O)OCO3)C(=S)NC	1	?	1%	-16%	0%	9%
Cc1cccc(NC(=O)C2CCN(C(=O)NCc3ccccc3)CC2)c1C	48	3%	2%	-7%	-2%	4%
Cc1ccc(Cl)cc1N1CCN(C(=O)C2CCN(S(=O)(=O)c3cccnc3)CC2)CC1	-30	-6%	?	98%[activator]	-1%	?
Cc1cc(C)c(OCC(=O)OCC(=O)NCCC2=CCCCC2)c(C)c1	-4	3%	-1%	31%	·	7%
CCOC(=O)CN1C(=O)S/C(=C/c2ccc(OCc3ccc(C(=O)O)cc3)cc2)C1=O	-20	-13%	-6%	-26%	6%	7%
CCc1nc(SCC(=O)N2CCOCC2)c2c(=O)n(C)c(=O)n(C)c2n1	-7	0%	?	3%	?	?
(list continues)
SMILES	HCMV antiviral	Sm TGR block	AmpC inh detg	AmpC inh no detg	Giardia FBPA inh	HCV inh
COc1cc(C(=O)NNC(=O)Cc2cccs2)cc(OC)c1OC	-5	·	·	-8%	·	-1%
CCN(CC)c1ccc(C2C(C(=O)OC)=C(C)NC(C)=C2C(=O)OC)cc1	73	2%	10%	4%	-14%	-15%
Cc1ccc(NS(=O)(=O)c2cc([N+](=O)[O-])ccc2NNC(=S)Nc2cc(C)ccc2C)c(C)c1	-103*	-7%	-1%	-41%	0%	11µM*
c1ccc(N2CCN(c3ccc4nncn4n3)CC2)nc1	-7	-5%	-6%	?	-3%	6%
CC12COC3(C(=O)Nc4ccc([N+](=O)[O-])cc4)CC1CCC32C (stereo unspecified)	23	-5%	?	-1%	-8%	5%

Entries shown so far with an aryl thioether with sulfur outside any ring:
SMILES	HCMV antiviral	Sm TGR block	AmpC inh detg	AmpC inh no detg	Giardia FBPA inh	HCV inh
CCCCCSc1nc(N2CCOCC2)c2c(c1C#N)CC(C)(C)OC2	-9	14%	-18%	-16%	5%	16%
COc1ccc(C)cc1-n1nnnc1SCC1CCCCO1 (stereo unspecified)	-30	34%[activator]	-4%	37%	6%	1%
O=C(CSc1ccc(-c2cccc([N+](=O)[O-])c2)nn1)N1CCCCC1	16	10%	?	-26%	0%	1%
Nc1c(-c2ccccc2)c(CSc2nc3ccccc3[nH]2)nn1-c1ccc(Cl)cc1	-39	-12%	?	-21%	3%	11µM*
O=C(CSc1nnc(CNC(=O)c2ccco2)o1)Nc1ccc(F)cc1F	-1	4%	-3%	-19%	·	12%
CCCCN(C)C(=O)CSc1nc(NCc2ccc(OC)cc2)c2ccccc2n1	?	0%	?	48%[activator]	12%	?
O=C(CSc1ccc2nnc(-c3ccccc3)n2n1)NCc1ccc2c(c1)OCO2	28	-5%	?	?	-20%	3%
COc1ccc(OCCSc2nnc3sc4ccccc4n23)cc1	8	-2%	-18%	12%	-2%	17%
Cc1ccc(Cn2c(SCC(C)C)nc3c2c(=O)[nH]c(=O)n3C)cc1	1	6%	?	-11%	-5%	-15%
COc1ccccc1-n1cnnc1SCC(=O)NC1CCCCC1	-83*	-5%	-5%	-38%	·	-9%
CCc1nc(SCC(=O)N2CCOCC2)c2c(=O)n(C)c(=O)n(C)c2n1	-7	0%	?	3%	?	?
